MCL1-BIM inh: MCL1-BIM-BH3 interaction inhibition (human) | GST-MCL1 / FITC-Bim-BH3 fluorescence polarization | 320,000 compounds, 0.68% hits | inhibition, % at 10.9 µM | Q07820 | AID 2057;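 active means inhibition above the mean inhibition of all tested compounds plus 3 SD, set per campaign, cut at about 40% in these data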;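 further: 0% = DMSO wells and 100% = unlabeled Bim-BH3 peptide control; higher means more loss of mP so more displacement of Bim peptide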
GLD-1 TGE inh: GLD-1-TGE RNA interaction inhibition (C. elegans); 320,000 compounds, 0.44% hits; AID 2280; purified GLD-1 + fluorescein TGE RNA, fluorescence polarization; inhibition, % at 5.96 µM; Q17339;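 active means percent inhibition above a per-plate cutoff, the plate mean of test compounds plus 3 SD, cut at about 30% in these data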;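 further: 0% = DMSO wells with GLD-1 and probe and 100% = wells lacking GLD-1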
Target sequence (Q17339 whole entry, looked up): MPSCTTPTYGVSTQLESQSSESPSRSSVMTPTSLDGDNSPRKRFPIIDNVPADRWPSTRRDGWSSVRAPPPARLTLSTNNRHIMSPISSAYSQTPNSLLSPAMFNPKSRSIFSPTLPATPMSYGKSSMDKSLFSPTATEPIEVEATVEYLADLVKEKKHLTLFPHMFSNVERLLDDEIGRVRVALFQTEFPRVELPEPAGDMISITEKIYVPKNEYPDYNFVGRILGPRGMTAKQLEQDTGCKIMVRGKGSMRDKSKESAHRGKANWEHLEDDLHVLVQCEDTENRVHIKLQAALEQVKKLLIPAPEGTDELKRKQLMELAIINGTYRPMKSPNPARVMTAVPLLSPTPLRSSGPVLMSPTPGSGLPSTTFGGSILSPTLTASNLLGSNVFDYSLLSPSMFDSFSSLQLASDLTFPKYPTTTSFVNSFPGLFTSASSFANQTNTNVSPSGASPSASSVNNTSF
AHR act: human AHR activation | activation, % at 5 µM | AHR-responsive luciferase reporter cells, luminescence | 320,000 compounds, 2.5% hits | P35869; in the data active means activation above about 47%;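 further: 0% = vehicle wells and 100% = reference agonist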
PAFAH1B2 inh: blocks human PAF acetylhydrolase 1b catalytic subunit 2; P68402; recombinant PAFAH1B2, FP-rhodamine activity probe, fluorescence polarization; inhibition, % at 3.39 µM; 340,000 compounds, 1.2% hits;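 active means inhibition above the mean of all tested compounds plus 3 SD, cut at about 24% in these data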;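 further: 0% = enzyme with DMSO and 100% = wells lacking PAFAH1B2; many of its hits are not listed in these tables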
MEX-5 binding: C. elegans MEX-5 TCR-2 RNA binding activity | Q9XUB2 | MEX-5/FITC-TCR2 RNA binding, fluorescence polarization; hits give low values | activity score (negative = inhibition of binding), % at 10 µM | 300,000 compounds, 0.38% hits;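 active means inhibition past about -25% in most replicates, and total fluorescence under double the plate's negative control median, limit read from the data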;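 further: 0% = DMSO and -100% = 5 µM competing unlabeled TCR2 RNA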
Target sequence (Q9XUB2 whole entry, looked up): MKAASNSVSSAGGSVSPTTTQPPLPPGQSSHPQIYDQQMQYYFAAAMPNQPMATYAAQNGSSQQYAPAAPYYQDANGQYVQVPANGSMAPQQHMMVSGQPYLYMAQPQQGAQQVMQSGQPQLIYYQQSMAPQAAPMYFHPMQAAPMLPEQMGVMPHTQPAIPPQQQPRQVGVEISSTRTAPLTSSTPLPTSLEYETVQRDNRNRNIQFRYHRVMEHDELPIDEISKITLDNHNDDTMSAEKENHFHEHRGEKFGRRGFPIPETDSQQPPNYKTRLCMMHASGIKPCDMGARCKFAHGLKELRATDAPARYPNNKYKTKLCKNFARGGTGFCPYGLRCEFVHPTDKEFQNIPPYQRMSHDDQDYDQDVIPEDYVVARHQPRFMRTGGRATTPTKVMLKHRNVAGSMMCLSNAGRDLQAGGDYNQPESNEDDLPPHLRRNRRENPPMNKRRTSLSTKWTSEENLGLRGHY
PME-1 inh: PME-1 (human) inhibition; inhibition, % at 5.9 µM; AID 2130; recombinant PME-1, FP-Rh probe fluorescence polarization; Q9Y570; 320,000 compounds, 0.53% hits;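 active means inhibition above the campaign mean of all compounds plus 3 SD, cut at about 26% in these data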;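 further: competitive labeling of PME-1 active site by serine hydrolase directed probe; 0% = PME-1 with DMSO and 100% = wells lacking PME-1 enzyme; inhibitors block probe labeling so polarization falls and inhibition rises; many of its hits are not listed in these tables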
Fam108B counter: counter-screen for RBBP9 inhibitors: inhibitors of mouse Fam108B; recombinant Fam108B, FP-Rh probe fluorescence polarization; inhibition, % at 9.51 µM; 300,000 compounds, 0.33% hits; AID 1947;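 active means inhibition above the screen mean inhibition plus 3 SD, computed separately per campaign, cut at about 18% in these data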;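 further: inhibitors lower polarization as less probe binds the enzyme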
Bcl-xL primary: inhibitors of human Bcl-xL; 320,000 compounds, 0.7% hits; GST-Bcl-xL / FITC-Bim BH3 peptide fluorescence polarization; inhibition, % at 10.9 µM;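 active means inhibition above the mean of all tested compounds plus 3 SD, cutoff set per campaign, cut at about 30% in these data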;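 further: 0% = DMSO wells and 100% = unlabeled Bim-BH3 peptide competitor; inhibitors lower millipolarization by displacing the labeled peptide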
pPAFAH FP inh: pPAFAH (human) enzyme inhibition | inhibition, % at 3.39 µM | recombinant pPAFAH, FP-rhodamine probe fluorescence polarization | 330,000 compounds, 1.5% hits;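 active means inhibition above the mean inhibition across the screen plus 3 SD, cut at about 25% in these data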;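 further: inhibitors block binding of the rhodamine activity-based probe so polarization drops; 0% = enzyme with DMSO and 100% = wells lacking pPAFAH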
Active calls of the source: *; · = not tested or not shown. The list is partial; the hit share may differ from the screen's.

SMILES | MCL1-BIM inh | GLD-1 TGE inh | AHR act | PAFAH1B2 inh | MEX-5 binding | PME-1 inh | Fam108B counter | Bcl-xL primary | pPAFAH FP inh
CCn1c(C(=O)O)c(CC(=O)N(C)c2ccc(OC)cc2OC)c2ccccc21 | 3.5 | -1.4 | 1.5 | 2.3 | -2.7 | -1.3 | 5.3 | 7.1 | 3.3
CCOC(=O)C1=C(C)N(CCCCCC(=O)O)C(=O)NC1c1ccc(Br)cc1 (configuration not stated) | -2.3 | -5.8 | 0.1 | 6.0 | 2.4 | -4.1 | -0.4 | -3.8 | 4.1
Cc1c(C(=O)Nc2nnc(C(F)(F)F)s2)oc2ccccc12 | 8.7 | 3.5 | 13.0 | -0.5 | 4.2 | 1.3 | 3.3 | 3.7 | -0.2
O=C(CCC(=O)N1CCSc2ccccc21)NCc1ccccc1 | 6.8 | 3.5 | 1.2 | 9.5 | 0.7 | -1.1 | -0.1 | 7.4 | 3.2
COc1ccc(CNC(=O)C(c2ccncc2)N(C(=O)Cc2cccs2)c2cccnc2)cc1 (configuration not stated) | -1.4 | 4.0 | 0.6 | 2.4 | 1.2 | -1.3 | 0.3 | -6.2 | 0.8
CC(C)c1nn2c(=O)cc(COc3cccc(NC(=O)c4ccco4)c3)nc2s1 | 6.0 | -2.4 | 12.7 | 4.2 | 1.1 | -8.0 | -9.9 | 3.9 | -4.8
Cc1ccc(N2C(=O)CC(n3ccnc3)C2=O)cc1C (configuration not stated) | 8.0 | -2.3 | -0.9 | -3.8 | 0.5 | -0.7 | -3.3 | 9.9 | 3.5
O=C(NC(=S)NCc1ccccc1)c1ccc(Br)cc1 | 10.4 | 0.1 | 8.6 | · | -1.0 | -8.1 | -1.2 | 2.8 | -0.6
O=C(Nc1nc(-c2ccc(Cl)cc2)cs1)C1=COCCO1 | -10.8 | 9.6 | 24.0 | 3.1 | -0.7 | 1.2 | 0.8 | -3.7 | 1.6
CCOC(=O)c1ccc(NS(=O)(=O)c2ccc(Cl)nc2)cc1 | -2.8 | 5.9 | 0.0 | · | 0.7 | -3.1 | 2.1 | 2.7 | 2.0
COc1cccc(/C=N/n2cncn2)c1OCC#N | 1.6 | 2.8 | 4.6 | -2.7 | 2.6 | 3.4 | -1.7 | 3.5 | 0.0
COc1ccc(C(C)=O)cc1Cn1c(=O)cc(C)[nH]c1=O | 2.0 | 0.8 | 0.5 | 0.4 | -0.7 | 0.2 | -3.0 | 2.9 | -1.2
CCOc1cc(C(=O)N2CCN(c3ccc(C(C)=O)cc3)CC2)cc(OCC)c1OCC | -0.5 | -0.8 | 1.1 | -0.1 | 1.3 | -3.0 | -1.6 | -0.5 | -1.5
CCOC(=O)N1CCN(C(=O)COc2cccc3c2CCN(CC)C3=O)CC1 | -2.7 | 1.4 | -1.4 | 4.6 | 0.8 | 1.9 | 0.6 | 2.7 | 2.8
CC(OC(=O)CN1C(=O)NC2(CCCC2)C1=O)C(=O)c1ccccc1 (configuration not stated) | -1.6 | 9.2 | 1.1 | 2.0 | 3.8 | 1.2 | 2.7 | -1.0 | -2.2
CC(C)[C@H](NC(=O)NC1CCCC1)C(=O)O | 3.6 | 4.6 | 0.7 | 1.4 | -0.6 | 0.0 | 3.9 | 1.2 | 2.2
COc1ccccc1-n1c(SCC(=O)N2CCCC2)nnc1-c1ccccc1 | -0.4 | -1.4 | -1.2 | 6.0 | 1.5 | 2.5 | -0.9 | 1.5 | -5.0
CC(C)Oc1ccc(C(=O)Nc2ccccc2N2CCCC2)cc1 | 2.1 | 2.1 | 1.8 | 0.6 | 0.4 | -5.3 | -0.3 | 6.3 | 5.9
CCC(CC)C(=O)Nc1ccc([N+](=O)[O-])cn1 | 3.6 | 2.7 | 0.2 | -4.5 | 0.9 | -1.4 | -4.8 | 5.3 | -1.4
CCCCn1c(N)c(N(Cc2ccccc2OC)C(=O)COc2ccccc2C#N)c(=O)[nH]c1=O | 1.5 | -0.4 | 0.3 | 2.1 | 0.6 | -2.3 | -1.9 | 4.4 | -0.9
O=C(CS(=O)(=O)c1ccc(F)cc1)N1CCN(c2ccccc2)CC1 | -2.4 | 0.5 | 2.4 | 0.9 | 0.6 | 4.4 | -0.2 | 1.2 | -0.6
COc1cccc(NC(=O)c2cccnn2)c1 | 3.1 | 1.9 | 0.9 | 0.9 | 1.6 | 2.9 | 2.0 | 3.4 | 5.6
O=C(COc1ccccc1[N+](=O)[O-])N(Cc1cccc(Br)c1)C1CCS(=O)(=O)C1 (configuration not stated) | 2.8 | -1.6 | 17.1 | 9.7 | -0.1 | 0.8 | -5.2 | 2.0 | -4.8
COc1ccccc1CC(=O)N(Cc1ccccc1)c1ccc(C)cc1 | -2.6 | 1.5 | 8.8 | -0.4 | 1.4 | 3.8 | 4.8 | 2.1 | 7.4
O=C(NCc1nc(-c2ccc(Cl)cc2)no1)c1ccc2c(c1)OCO2 | 0.1 | 3.7 | 0.9 | 2.1 | 0.2 | -2.3 | 1.7 | 3.7 | 2.2

Next compounds follow.
SMILES | MCL1-BIM inh | GLD-1 TGE inh | AHR act | PAFAH1B2 inh | MEX-5 binding | PME-1 inh | Fam108B counter | Bcl-xL primary | pPAFAH FP inh
COc1cccc(CN(C)C(=O)c2ccc(NC(=O)CC3SC(N4CCCC4)=NC3=O)cc2)c1OC (configuration not stated) | 3.8 | 10.7 | 7.2 | 13.1 | 1.1 | -3.4 | 0.7 | 2.0 | -2.4
COCCOc1ccc(C(F)(F)F)cc1Nc1nc2ccccc2o1 | -1.7 | 13.1 | 30.0 | 4.1 | -1.7 | 4.6 | -0.3 | -0.7 | 6.3
CC(Oc1ccccc1)C(=O)N/N=C/c1ccccn1 (configuration not stated) | 1.8 | 7.1 | 4.0 | -1.9 | -1.0 | -4.3 | 1.5 | -1.6 | 0.3
COc1cccc(CN2CCN(C(=O)c3cc(-c4ccncc4)nc4ccc(C)cc34)CC2)c1 | 4.4 | 3.7 | 19.0 | 2.3 | 1.8 | 3.2 | 1.6 | 7.6 | -1.1
CCOc1ccc(N/C(=N/c2nc(C)cc(C)n2)NC(C)=O)cc1 | -2.7 | 0.0 | 20.5 | 1.9 | 1.4 | -0.7 | -0.1 | 0.3 | 3.9
CCN(C[C@H]1N[C@@](CC)(C(=O)OC)[C@H]2C(=O)N(C)C(=O)[C@@H]12)C(=O)Nc1ccccc1 | · | 2.4 | 0.1 | 8.4 | · | · | · | · | -4.2
Cc1csc(SCC(=O)Nc2sccc2C(N)=O)n1 | 3.0 | 0.8 | 6.6 | -2.0 | · | 1.1 | 1.0 | -1.1 | -0.1
CCN(CC)S(=O)(=O)c1cc(NC(=O)CN2C(=O)NC(C)(c3ccccc3)C2=O)ccc1C (configuration not stated) | 4.5 | -5.6 | 4.2 | 0.1 | 2.5 | 6.2 | -1.8 | 1.9 | 12.2
COc1ccc(CNC(=O)CN(Cc2ccccc2F)C(=O)c2csnn2)cc1 | 11.8 | -3.9 | 2.5 | 3.4 | -0.8 | -3.2 | -2.0 | 6.8 | -6.7
CCc1ccc(C(=O)/C=C/c2ccc([N+](=O)[O-])o2)cc1 | 21.9 | -1.5 | 0.8 | 1.5 | -1.5 | -3.1 | 15.9 | 9.4 | 26.7*
CNC(=O)c1ccccc1Nc1ccc(SC(F)F)cc1 | 6.4 | -2.8 | 113.3* | 0.4 | 0.3 | 6.3 | -2.7 | 2.9 | 6.1
COCC(=O)NC1CCCCCC1 | -0.3 | 1.7 | 0.2 | 3.2 | 2.9 | 3.1 | 0.7 | 5.3 | 4.2
CCOCCCN(C)C1CCN(C(=O)c2oc3ccccc3c2NC(=O)c2cccc([N+](=O)[O-])c2)CC1 | 2.0 | 1.0 | -5.7 | 1.1 | -0.3 | 9.0 | 2.1 | 5.3 | 5.4
COC(=O)C(CCSC)NC(=O)c1cccc([N+](=O)[O-])c1 (configuration not stated) | 7.8 | 7.0 | 9.5 | -3.8 | · | 0.9 | 1.8 | 2.4 | 3.4
COc1cc(S(=O)(=O)NC2CC(C)(C)NC(C)(C)C2)c(OC)cc1Cl | 0.8 | 2.3 | 1.6 | 0.5 | 2.2 | -3.2 | -4.1 | 1.3 | 0.6
CCc1ccccc1N1C(=O)c2ccccc2S1(=O)=O | 4.3 | 2.6 | 0.0 | 0.3 | 0.3 | -3.8 | -0.7 | 3.1 | 1.2
O=C(CSc1nc2ccccc2c(=O)[nH]1)Nc1ccccc1O | -3.3 | -2.1 | 6.2 | -0.5 | -0.7 | -3.2 | 0.6 | 0.6 | -3.1
O=C(O)C/C(=C\c1ccc2c(c1)OCO2)c1nc2ccccc2s1 | 5.7 | -4.2 | 5.2 | 0.6 | -1.6 | -0.9 | -0.5 | 7.6 | 5.2
CCc1ccc(Nc2nnc(SCC(=O)Nc3cccnc3Cl)s2)cc1 | 5.8 | -6.4 | -4.0 | 1.1 | 1.2 | 4.5 | 0.2 | 1.2 | 5.3
N#Cc1nc(-c2ccc(F)cc2)oc1NCCCn1ccnc1 | 0.5 | -8.0 | 106.0* | · | -2.0 | 2.8 | -1.4 | 3.7 | 3.4
CSc1ccc(C(c2c(C)[nH][nH]c2=O)c2c(C)[nH][nH]c2=O)cc1 | 2.2 | 0.2 | 2.9 | 3.0 | -5.9 | -4.4 | 2.2 | 7.6 | -8.8
COc1ccc(CC(=O)Nc2ccc(C)cc2O)cc1S(=O)(=O)N1CCOCC1 | 2.1 | -0.7 | 3.4 | -0.3 | 1.3 | 3.8 | -2.8 | 2.7 | -3.6
NC(=O)N(CCC(=O)O)c1ccccc1 | -0.7 | 6.5 | -0.3 | 7.0 | 0.0 | -1.2 | 4.8 | 1.5 | -5.1
Cc1ccccc1-c1cccc([C@@H]2C[C@H]3CN(Cc4cccnc4)C(=O)[C@]34CCCN24)c1 | 0.3 | -1.5 | 2.0 | 2.8 | 1.0 | 7.4 | -2.5 | 3.9 | 6.1
COc1cccc(-c2nn(-c3ccccc3)cc2CN2CCCO2)c1 | -2.4 | 3.4 | 8.0 | -2.1 | -2.0 | -2.4 | 0.5 | 2.9 | 3.3

Other records follow.
SMILES | MCL1-BIM inh | GLD-1 TGE inh | AHR act | PAFAH1B2 inh | MEX-5 binding | PME-1 inh | Fam108B counter | Bcl-xL primary | pPAFAH FP inh
Oc1cc(O)c2c(c1)OC(c1ccc(O)c(O)c1)C(O)C2 (configuration not stated) | 15.4 | 4.2 | -0.9 | 0.7 | · | -5.7 | 0.6 | 14.7 | 1.8
COCCn1c(C)cc(C(=O)CN2c3cccc4cccc(c34)S2(=O)=O)c1C | · | 1.4 | 6.5 | 3.8 | · | · | · | · | 11.3
CN(C)Cc1c(-c2ccc(Cl)cc2)nc2ccc(Cl)cn12 | 2.8 | 7.0 | 133.1* | 1.8 | -3.6 | 3.4 | 0.1 | 4.6 | 7.0
CCC1(c2ccccc2)NC(=O)N(CC(=O)N(CC(=O)Nc2ccccc2C(F)(F)F)Cc2ccco2)C1=O (configuration not stated) | -10.1 | 9.3 | -1.0 | 1.0 | 0.2 | -1.2 | 2.3 | -6.9 | 2.0
CC(=O)Nc1cccc(C(=O)NCCc2ccco2)c1 | 5.3 | 4.2 | 5.6 | 5.3 | 2.0 | -1.4 | -0.8 | 5.9 | 2.0
CCOc1ccc(N(CC(=O)NC2CCCCCC2)S(=O)(=O)c2c(C)noc2C)cc1 | 1.8 | 4.2 | -0.7 | 6.6 | 2.4 | -0.3 | -0.3 | -1.9 | 0.4
CC(=O)N1CCc2cc(Br)cc(S(=O)(=O)NCCCN(C)Cc3ccccc3)c21 | -0.6 | -0.2 | 6.4 | -0.8 | -2.3 | -5.1 | 1.1 | 5.2 | -5.7
